# Bioassay records (PubChem)
# TAG inh – inhibitors of triacylglycerol accumulation; H9c2 cells, Nile Red lipid (TAG) fluorescence; cells loaded with 200 µM oleic acid; inhibition, % at 12.5 µM; hit rate 0.66% among 230,000; AID 651582;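 active means pattern-corrected inhibition of lipid staining of at least 50% with the nuclear-stain viability signal not falling by more than 50%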;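 further: 0% = DMSO wells and 100% = triacsin C control wells; some results filed as inactive read as strong as hits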
# TAG inh DAPI viability – second read-out of TAG inh, no call of its own (marks repeat the call); DAPI nuclei signal change (viability), lower = more cytotoxic, %;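 whole-well DAPI fluorescence read on a plate reader as a viability signal; minus 50 percent equals half of cells still viable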
# An asterisk follows results filed as active; & = joins results of further samples.
SMILES,TAG inh,TAG inh DAPI viability
CC[C@@H]1C(=O)OC[C@@H]1Cc1cncn1C,9&2,-3&-11

# An excerpt; the hit share may differ from the screen's.
